MBNL1-CUG inh: qHTS Assay for Inhibitors of MBNL1-poly(CUG) RNA binding. TR-FRET MBNL1-His/biotin-(CUG)12 binding, 665/545 ratio. Potency, µM (highest dose often 57.5 µM), without a hit: at the top dose activity change, negative = inhibition, most hits filed as inhibitors. AID 2675, 2010. Muscleblind-like protein 1 (Homo sapiens), Q9NR56. actives 0.036% (n = 280,000); active means well fitted inhibition curve with a large enough effect in the signal ratio, with a control signal flat, not every such curve was filed as active; inconclusive means small, poorly fitted or top-dose-only effect, or effect the other way, or a change in a side signal; inactive means no such curve, though single readings can be large or run the other way; the % refers to the signal ratio; further: on the % scale 0 is the no-effect control and ±100 the full control effect
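TR-FRET readout: Ex 340 nm, 665/545 nm emission ratio, normalized to buffer-only (basal) and MBNL1-(CUG)12 controls. Complex of MBNL1-His with Biotin-(CUG)12, compounds 92 nM–58 uM, incubated 60 min at room temperature.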
BRCA1 expr up: qHTS Assay to Identify Small Molecule Activators of BRCA1 Expression. MCF7-BRCA1-FFLuc reporter, luminescence, 48 h; response scale: scaled: vehicle 0%, 10 µM genistein 100%. Potency, µM (titrated, usually from 46.1 µM), without a hit: at the highest dose activation, actives largely listed as activators. actives 1.1% (n = 380,000); further: nearly all actives have a fitted effect of over 80% in size; some results filed as inactive show a strong effect at the top dose
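Reporter cells (MCF7, BRCA1 promoter-firefly luciferase) received library compounds across a concentration series for 48 h. End-point luminescence was measured and concentration-effect curves derived after normalization.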
uPA generation: qHTS for Inhibitors of Cell Surface uPA Generation; Potency, µM (highest dose often 38.3 µM), for the others: top-dose activity change, negative = inhibition, usual class: inhibitors; cell surface uPA generation assay, qHTS; actives 0.31% (n = 330,000); AID 540303, 2011; active means well fitted inhibition curve with a large enough effect; inconclusive means small, poorly fitted or top-dose-only effect; inactive means no such curve, though single readings can be large or run the other way; tested in mouse RAW 264.7 cells; further: on the % scale 0 is the no-effect control and ±100 the full control effect; nearly all actives have a fitted effect of over 55% in size
RORg inh: qHTS for inhibitors of ROR gamma transcriptional activity; Drosophila S2 Gal4-RORgamma UAS-luciferase reporter, 20 h; Potency, µM (highest dose often 53.6 µM), without a hit: at the top dose activity change, negative = inhibition, actives largely listed as inhibitors; actives 5.4% (n = 310,000); further: on the % scale 0 is the no-effect control and ±100 the full control effect; nearly all actives have a fitted effect of over 60% in size
Target sequence (P51450 whole entry, looked up, the tested form may be a part): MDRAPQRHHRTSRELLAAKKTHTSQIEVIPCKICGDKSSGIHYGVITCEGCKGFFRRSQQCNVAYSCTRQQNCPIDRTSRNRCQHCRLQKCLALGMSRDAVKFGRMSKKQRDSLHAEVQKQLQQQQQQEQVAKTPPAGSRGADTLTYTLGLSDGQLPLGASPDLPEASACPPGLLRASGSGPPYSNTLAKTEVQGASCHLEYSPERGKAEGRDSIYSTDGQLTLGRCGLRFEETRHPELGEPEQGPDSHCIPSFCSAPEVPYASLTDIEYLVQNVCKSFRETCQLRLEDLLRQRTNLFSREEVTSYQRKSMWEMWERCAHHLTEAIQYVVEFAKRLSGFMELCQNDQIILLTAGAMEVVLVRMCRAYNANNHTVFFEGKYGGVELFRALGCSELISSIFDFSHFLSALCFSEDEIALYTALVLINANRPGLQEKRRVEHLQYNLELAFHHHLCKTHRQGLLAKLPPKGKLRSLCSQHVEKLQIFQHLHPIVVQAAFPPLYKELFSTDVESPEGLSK
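Stably transfected Drosophila Schneider cells are the test system, with ROR gamma fused to Gal4 and luciferase under UAS control; luminescence is read after 20 hr of 700 uM copper sulfate induction at ambient temperature.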
p53 reactivation: qHTS assay for re-activators of p53 using a Luc reporter; AID 504706, 2011; Potency, µM (series often up to 92.2 µM), for the others: top-dose activity change, positive = activation, usual class: activators; actives 0.063% (n = 320,000); H1299 p53-A138V BP100-luciferase reporter, luminescence, 24 h; further: % of control where 0% means no effect; nearly all actives have a fitted effect of over 45% in size
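H1299 (p53-null), stable ts p53-A138V + BP100-Luc; 1000 cells/well, Opti-MEM/10% FBS; cpd 4 pt, 1:5; 24 h, 37 deg C, 5% CO2; detection reagent 10 min RT; luminescence.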
FLuc modulator: qHTS profiling assay for firefly luciferase inhibitor/activator using purifed enzyme and Km concentrations of substrates (counterscreen for miR-21 project). Luciferin 4-monooxygenase (Photinus pyralis), P08659. purified FLuc, Km substrates, luminescence inhibition. Potency, µM (series often up to 57.5 µM), without a hit: at the highest dose activity change, negative = inhibition, most hits filed as inhibitors. actives 6.9% (n = 360,000). AID 588342, 2011;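 further: plate controls were vehicle for no effect and reference inhibitor for full effect; nearly all actives have a fitted effect of over 55% in size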
Target sequence (P08659 whole entry, looked up): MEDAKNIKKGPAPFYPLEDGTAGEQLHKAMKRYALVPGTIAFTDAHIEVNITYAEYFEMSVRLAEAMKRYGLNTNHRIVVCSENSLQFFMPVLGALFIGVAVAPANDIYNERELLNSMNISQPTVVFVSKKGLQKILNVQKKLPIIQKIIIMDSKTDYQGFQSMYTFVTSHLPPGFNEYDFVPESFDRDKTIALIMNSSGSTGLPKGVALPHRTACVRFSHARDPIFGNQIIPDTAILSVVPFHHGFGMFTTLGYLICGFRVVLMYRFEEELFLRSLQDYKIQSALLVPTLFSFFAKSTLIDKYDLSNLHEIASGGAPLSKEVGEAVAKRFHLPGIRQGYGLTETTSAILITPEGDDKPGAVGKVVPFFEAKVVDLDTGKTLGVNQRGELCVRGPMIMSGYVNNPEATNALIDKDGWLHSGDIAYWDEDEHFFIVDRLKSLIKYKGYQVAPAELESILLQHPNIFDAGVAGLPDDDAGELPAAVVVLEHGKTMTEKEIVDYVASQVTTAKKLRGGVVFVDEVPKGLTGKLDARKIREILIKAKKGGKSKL
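Purified P. pyralis luciferase, 10 nM final, with Km-level 10 uM D-luciferin and 10 uM ATP in 50 mM Tris acetate pH 7.5, 10 mM Mg acetate, 0.01% Tween-20, 0.05% BSA; 6-point qHTS titration about 60 µM downward; luminescence read.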
Rab9 prom act: qHTS Assay for Rab9 Promoter Activators; Huh7 Rab9 promoter-luciferase reporter, luminescence, 24 h; Potency, µM (top dose mostly 9.22 µM), without a hit: at the top dose activation, negative = inhibition, hits mostly activators; actives 2.8% (n = 320,000); further: % of control where 0% means no effect; nearly all actives have a fitted effect of over 60% in size
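Measured in stably transfected Huh7 cells bearing a Rab9 promoter–luciferase construct: 24 h compound treatment at 37 °C, followed by luminescence detection.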
Gal4-VP16 FLuc: VP16 counterscreen qHTS for inhibitors of ROR gamma transcriptional activity. Drosophila S2 Gal4-VP16 UAS-luciferase, luminescence, 20 h. Potency, µM (series often up to 53.6 µM), for the others: at the top dose activity, negative = inhibition, actives largely listed as inhibitors. actives 3.5% (n = 310,000). AID 2546, 2010;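 further: Gal4-VP16 expression switched on by copper sulfate through the metallothionein promoter; on the % scale 0 is the no-effect control and ±100 the full control effect; nearly all actives have a fitted effect of over 50% in size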
ELG1 genotoxic: qHTS screen for small molecules that induce genotoxicity in human embryonic kidney (HEK293T) cells expressing luciferase-tagged ELG1. Potency, µM (titrated, usually from 46 µM), without a hit: at the top dose activity change, positive = activation, hits mostly activators. HEK293T ELG1-luciferase reporter, luminescence, 16 h. actives 1.3% (n = 330,000); further: % of control where 0% means no effect; nearly all actives have a fitted effect of over 60% in size
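After overnight (16 hr) compound treatment at 37 °C, ELG1-luciferase HEK293T cells were lysed with ONE-Glo; luminescence quantified 30 min later at room temperature.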
NPC1 promoter act: qHTS Assay for NPC1 Promoter Activators; Huh7 NPC1 promoter luciferase reporter, 24 h; Potency, µM (series often up to 9.22 µM), without a hit: at the top dose activation, usual class: activators; actives 2.4% (n = 320,000); AID 485313, 2010;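 further: % of control where 0% means no effect; nearly all actives have a fitted effect of over 60% in size; reporter is driven by a mutant NPC1 promoter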
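Luminescence read-out of NPC1 promoter-driven luciferase in stably transfected Huh7 cells; compounds delivered in DMSO and left 24 h at 37C, 5% CO2, qHTS titration format.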
An asterisk follows results filed as active; ? = inconclusive; . = not tested or not shown; [ ] = remark or other dose. Unless noted, the call rests on the fitted dose curve; in most records, active means well fitted curve in the direction sought with a large enough effect; inconclusive means small, poorly fitted or top-dose-only effect, or another doubt; inactive means no such curve, though single readings can be large; an effect the other way counts as inactive or inconclusive. Potency means the concentration at half of the fitted maximal effect. Rows are unselected (roughly 13% active in at least one column).

The opening five records, to show the layout:
SMILES	MBNL1-CUG inh	BRCA1 expr up	uPA generation	RORg inh	p53 reactivation	FLuc modulator	Rab9 prom act	Gal4-VP16 FLuc	ELG1 genotoxic	NPC1 promoter act
CCCCC(CC)CNC(=O)c1ccc2c(c1)OCO2 (stereo not drawn)	-5%	12%	-2%	13%	2%	-16%	8%	14%	-1%	9%
O=C(COC(=O)C1CC2CCCC(C1)C2=O)c1cccc(Br)c1 (stereo not drawn)	.	-9%	-2%	.	0%	-17%	-5%	.	-1%	-3%
Cc1ccc(C(=O)NCCCN2CCOCC2)c(C)c1	0%	64%	-1%	0%	23%	-4%	20%	-7%	12%	5%
CCN1C(=O)[C@H]2[C@@H](c3ccc(-c4cccc(Cl)c4)c(OC)c3)N[C@@](Cc3ccccc3)(C(=O)OC)[C@H]2C1=O	.	-31%	10%	.	-4%	1%	-1%	.	-2%	-7%
COc1ccc(CNC(=O)Cn2ccc3cc(S(=O)(=O)N4CCCC4)ccc32)cc1OC	-2%	-2%	-13%	-25%	-7%	-2%	-1%	-6%	2%	1%

Results (from the top)
SMILES	MBNL1-CUG inh	BRCA1 expr up	uPA generation	RORg inh	p53 reactivation	FLuc modulator	Rab9 prom act	Gal4-VP16 FLuc	ELG1 genotoxic	NPC1 promoter act
CCCCC(CC)CNC(=O)c1ccc2c(c1)OCO2 (stereo not drawn)	-5%	12%	-2%	13%	2%	-16%	8%	14%	-1%	9%
O=C(COC(=O)C1CC2CCCC(C1)C2=O)c1cccc(Br)c1 (stereo not drawn)	.	-9%	-2%	.	0%	-17%	-5%	.	-1%	-3%
Cc1ccc(C(=O)NCCCN2CCOCC2)c(C)c1	0%	64%	-1%	0%	23%	-4%	20%	-7%	12%	5%
CCN1C(=O)[C@H]2[C@@H](c3ccc(-c4cccc(Cl)c4)c(OC)c3)N[C@@](Cc3ccccc3)(C(=O)OC)[C@H]2C1=O	.	-31%	10%	.	-4%	1%	-1%	.	-2%	-7%
COc1ccc(CNC(=O)Cn2ccc3cc(S(=O)(=O)N4CCCC4)ccc32)cc1OC	-2%	-2%	-13%	-25%	-7%	-2%	-1%	-6%	2%	1%
Cc1cccc(OCC(=O)Nc2ccc(C(=O)O)cc2NC(=O)COc2cccc(C)c2)c1	-2%	-12%	0%	-34%	3%	1%	-1%	-6%	0%	-4%
Cc1cc2nnc(SC(C)C)n2c2ccccc12	8%	-7%	-5%	-35%	0%	-17%	-3%	26%	10%	0%
CCC(=O)Nc1cccc(NC(=S)NC(=O)c2ccc(Cl)cc2)c1	?	?	-3%	?	?	-20%	3.5µM*	-21%	15%	?
Fc1ccccc1NC(=S)NCCc1ccc(Cl)cc1	-3%	?	5%	8.9µM*	18%	19µM*	?	?	?	?
C=CCn1c(SCC(=O)Nc2ccc(C(=O)O)cc2)nc2scc(-c3ccccc3)c2c1=O	.	5%	-5%	.	-13%	.	.	.	1%	.
O=C(CN1C2=NCCN2c2ccccc21)c1cccs1	-15%	16%	3%	-6%	4%	6%	-1%	-7%	-4%	1%
Nc1c(C(=O)NCCc2ccccc2)sc2nc(N3CCOCC3)c3c(c12)CCCC3	16%	-12%	4%	?	22%	0%	14%	-3%	-5%	-3%
O=C(C1CCN(S(=O)(=O)c2cccc3cccnc23)CC1)N1CCN(C2CCCCC2)CC1	-6%	0%	-9%	15%	-4%	12%	-6%	0%	3%	0%
Cc1ccccc1OCC(O)CN1CCN(c2ccccn2)CC1 (stereo not drawn)	-6%	-15%	6%	9%	3%	-1%	0%	5%	-1%	-1%
CC1=CC2=NC(=O)CC(C)(C(=O)N(CC(=O)NC(C)(C)C)C3CCCC3)N2C=C1 (stereo not drawn)	-15%	0%	3%	-1%	1%	3%	-1%	-8%	2%	1%
O=C(c1cccc(C(F)(F)F)c1)c1c[nH]c(C(=O)NCCCN2CCOCC2)c1	-2%	11%	2%	-17%	6%	4%	-1%	0%	2%	-2%
COC(=O)C(NC(=O)c1ccccc1)c1ccccc1 (stereo not drawn)	-2%	-3%	0%	18%	5%	2%	8%	-2%	4%	1%
CN(C)c1ccc(C(C(=O)NCc2ccccc2)N(Cc2ccco2)C(=O)c2snc(C(N)=O)c2N)cc1 (stereo not drawn)	13%	-39%	5%	4%	-2%	-1%	-2%	8%	-19%	-3%
Cc1sc2nc(SCC(=O)c3cccs3)n(Cc3ccco3)c(=O)c2c1C	-1%	-1%	.	1%	-4%	-1%	0%	9%	-3%	-3%
Cc1cc(Cl)ccc1C(=O)C1CCCN(C(=O)c2nonc2C)C1 (stereo not drawn)	1%	-32%	7%	26%	-6%	0%	-2%	-1%	-11%	-3%
COc1ccccc1NC(=O)Nc1nnc(-c2ccco2)s1	26%	.	.	16%	-5%	-1%	3%	-25%	4%	-3%
CC(C1CC1)N(C(=O)NC1CCS(=O)(=O)C1)c1ccccc1 (stereo not drawn)	0%	-22%	7%	0%	-3%	-1%	20%	2%	-8%	10%
Cc1ccc(-n2c3c(cc(C(=O)Nc4cccc(C)n4)c2=O)C(=O)CCC3)cc1	13%	.	.	5%	-6%	0%[2.3 µM]	-4%	3%	0%	9%
COc1ccc(-c2nn(-c3ccccc3F)cc2CNCCn2nc(C)cc2C)cc1	-9%	-12%	13%	?	2%	3%	-16%	-3%	-9%	-2%
CCOC(=O)c1cc(CC)sc1NC(=O)CC1Sc2ccc(C(F)(F)F)cc2NC1=O (stereo not drawn)	.	15%	-4%	17%[10 µM]	-12%	3%	0%	-5%	-2%	-9%
Cc1occc1C(=O)Nc1ccc(Br)cc1F	1%	90%	-3%	16%	?	21µM*	3.2µM*	-5%	?	?
CSc1nc(Oc2ccc3ccccc3c2)c2ccccc2n1	?	-54%	1%	?	-4%	-1%	-1%	-4%	-8%	-1%
COc1ccc(Oc2cnc3ccccc3n2)cc1	.	11µM*	3%	-8%	8%	-10%	3.5µM*	5%	-3%	?
CN(C)/C=N/c1ncc(C(=O)OC(C)(C)C)s1	.	53%	5%	-27%	11%	-15%	30%	-25%	13%	22%
Cc1cccc(N/C(=N/S(=O)(=O)c2ccccc2)c2ccccc2)n1	-2%	39%	1%	17%	-9%	1%	9%	-12%	2%	4%
CCOC(=O)C(CCC(C)=O)C(=O)c1ccccc1 (stereo not drawn)	13%	12%	-10%	8%	1%	0%	1%	3%	1%	-2%
CC(C)(C)[C@H]1C=C(C(=O)N2CCOCC2)O[C@@H](OCCCCO)C1	-3%	1%	13%	-2%	2%	0%	15%	-1%	2%	2%
COC(=O)Nc1cc(C(F)(F)F)ccc1N1CCN(c2ccccc2)CC1	-5%	-30%	5%	17%	0%	-1%	2%	-3%	14%	2%
O=S(=O)(c1ccccc1F)N1CCN(c2nc3ccccc3s2)CC1	0%	72%	-3%	3%	4%	-6%	?	-1%	6%	25%
O=C1CCCC2(O)C1C(c1cccc(Br)c1)NC(=O)N2Cc1ccccc1 (stereo not drawn)	?	-3%	7%	20%	-27%	-3%	-1%	-8%	0%	1%
Cc1ccc(NC(=O)/C=C/c2ccc(Cl)cc2)nc1	8%	?	-2%	2%	20%	?	?	8%	6%	6%
C=CCn1c(=O)c(C(=O)NCc2ccc(Cl)cc2)c(O)c2ccccc21	3%	-48%	12%	?	-22%	5%	4%	?	-13%	2%
Cc1ccc(C(=O)N/N=C\c2ccc(-c3ccc([N+](=O)[O-])cc3)o2)cn1	.	34%	0%	?	0%	-4%	-2%	-2%	1%	2%
Cc1ccc(Cl)cc1Nc1nc(-c2cccnc2)cs1	6%	21%	-19%	?	8%	?	17%	0%	-3%	3%
O=C(CCN1CCCC1=O)NC1CCCc2c1cnn2-c1ccc(F)cc1F (stereo not drawn)	0%	-13%	10%	?	-7%	-21%	9%	6%	-2%	-5%
CCN(CC)S(=O)(=O)c1ccc(N2CCOCC2)c(NC(=O)c2ccc(OC)c([N+](=O)[O-])c2)c1	?	-6%	-5%	21%	4%	0%	-1%	3%	0%	-7%
NS(=O)(=O)c1cc(C(=O)N2CCNC(=O)C2)ccc1Cl	-3%	9%	3%	-6%	-2%	-1%	0%	2%	3%	6%
COc1ccccc1CNC(=O)c1cc(-c2ccccc2)n(Cc2cc(C)no2)n1	.	7%	1%	.	-4%	0%	0%	.	1%	5%
CCCN1C(=O)C2(C(C(=O)c3ccc(C)o3)=C(O)C(=O)N2CCCN2CCOCC2)c2ccccc21 (stereo not drawn)	5%	10%	.	-3%	4%	-2%	-1%	1%	-1%	-5%
CC(C)c1ccccc1NC(=S)NC(=O)C1CCCCC1	.	-20%	-2%	.	3%	.	.	.	-6%	.
CCOC(=O)N1CCN(S(=O)(=O)c2cc(Cl)ccc2Cl)CC1	?	-8%	4%	-17%	4%	2%	-6%	-12%	1%	-3%
Cc1cc(C(=O)NC(=S)Nc2cccc(C(=O)O)c2C)ccc1[N+](=O)[O-]	?	14%	-5%	0%	1%	?	-9%	-9%	3%	6%
